Wnt act = Wnt/beta-catenin pathway activation. Wnt/beta-catenin reporter cell assay, activator, plate reader. AID 743398. actives 1.2% (n = 300,000). activation, % at 9.35 µM; in the data active = activation above about 30%, passing the limit was not always enough;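 also: 0% = neutral control wells and 100% = positive control wells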
V-ATPase pH = regulators of yeast V-ATPase proton transport. S. cerevisiae, pHLuorin cytosolic pH fluorescence. response, % at 10 µM. actives 0.37% (n = 350,000). AID 504577; in the data active = response mostly above about 7.3%, no sharp cut-off; inactive = mostly below about 5.4%; also: actives read high; inactives centre near 0; some compounds called inactive have numbers as strong as hits; reference of the scale not given here
C-LANA FP = blocks KSHV LANA C-terminal domain binding to DNA; MBP-C-LANA/FAM-LBS DNA binding, fluorescence polarization; inhibition, % at 9 µM; actives 0.078% (n = 340,000);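 active = highest replicate inhibition at or above 60% at 9 µM, even if other replicates fall short; inactive = all replicates below 60% inhibition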;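 also: 0% = neutral control wells and 100% = 4 µM acridine orange control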
MOR-DOR inv ag = mu-delta opioid heterodimer inverse agonism | P35372+P41143 | cell-based MOR-DOR heterodimer luminescence | inhibition, % at 9.3 µM | actives 0.21% (n = 340,000) | AID 504357; in the data active = inhibition above about 22%, passing the limit was not always enough;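 also: 0% = cells with DMSO and 100% = wells without cells with DMSO; values of inactives mirror those of a sister screen read the other way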
Arrestin-AP2 inh = blocks beta-arrestin peptide binding to AP2 adaptin | FITC-arrestin peptide / GST-AP2 beads, flow cytometry; AP2 beta2 appendage carries R879A mutation | inhibition, % at 10 µM | actives 0.31% (n = 340,000) | AID 504490;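 active = inhibition above a set limit, near 3 SD of compounds lacking own fluorescence, cut at about 54% in these data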;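 also: plate controls were DMSO wells for no effect and 5 µM unlabelled arrestin peptide for full effect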
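System: GST-AP2 R879A bound to glutathione beads, E. coli-expressed. Also added: 50 nM FITC-arrestin peptide. Schedule: compound with beads 12 min RT, then probe 1 h RT. Signal: bead flow cytometry, FITC channel. Read-out basis: percent response.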
cardiac RTF act = increases calcium sensitivity of human cardiac regulated thin filaments; actives 0.24% (n = 340,000); activation, % at 7.2 µM; IANBD-labeled TnC RTF fluorescence at EC20 calcium; 0% EC20 calcium, 100% full calcium;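 active = activation above the mean over all tested compounds plus 3 SD, cut at about 30% in these data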;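 also: rise in fluorescence read as greater calcium sensitivity of cardiac thin filaments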
Keap1 Nrf2 FP = Keap1-Nrf2 (human) interaction inhibition; Q14145; Keap1 Kelch-Nrf2 peptide fluorescence polarization, 1536-well; inhibition, % at 9.4 µM; actives 0.15% (n = 340,000); in the data active = inhibition above about 12%;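 also: human Keap1 Kelch domain with fluorescein labeled Nrf2 9mer peptide probe; 0% = neutral control wells and 100% = peptide positive control; higher means more block of Keap1 binding to Nrf2 peptide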
OPRM1-OPRD1 ag = OPRM1-OPRD1 heterodimerization agonism. activation, % at 9.3 µM. actives 0.3% (n = 340,000). P35372+P41143. cells, luminescence. AID 504326; in the data active = activation above about 18%;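 also: 0% = vehicle-treated cells and 100% = reference agonist; values of inactives mirror those of a sister screen read the other way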
RTF Ca sens inh = cardiac RTF calcium desensitization. AID 493244. P19429+P45379. inhibition, % at 7.15 µM. IANBD-labeled cardiac RTF, Ca2+ fluorescence. actives 0.12% (n = 340,000);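 active = inhibition above the mean inhibition of all tested compounds plus 3 SD, cut at about 17% in these data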;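 also: assay run at fixed EC70 calcium of 1.6 mM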
DSG3 Ab inh = human desmoglein-3 autoantibody binding inhibition | DSG3-coupled beads, scFv-anti-DSG3-GFP binding, flow cytometry; stronger effect = lower value | binding (percent of control), % at 10 µM | actives 0.48% (n = 310,000) | AID 588358;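 active = binding more than 3 SD below its plate's average and above zero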;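 also: hits lower antibody fragment binding to DSG3; some compounds called inactive have numbers as strong as hits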
Target sequence (P32926 whole entry, looked up, the tested form may be a part): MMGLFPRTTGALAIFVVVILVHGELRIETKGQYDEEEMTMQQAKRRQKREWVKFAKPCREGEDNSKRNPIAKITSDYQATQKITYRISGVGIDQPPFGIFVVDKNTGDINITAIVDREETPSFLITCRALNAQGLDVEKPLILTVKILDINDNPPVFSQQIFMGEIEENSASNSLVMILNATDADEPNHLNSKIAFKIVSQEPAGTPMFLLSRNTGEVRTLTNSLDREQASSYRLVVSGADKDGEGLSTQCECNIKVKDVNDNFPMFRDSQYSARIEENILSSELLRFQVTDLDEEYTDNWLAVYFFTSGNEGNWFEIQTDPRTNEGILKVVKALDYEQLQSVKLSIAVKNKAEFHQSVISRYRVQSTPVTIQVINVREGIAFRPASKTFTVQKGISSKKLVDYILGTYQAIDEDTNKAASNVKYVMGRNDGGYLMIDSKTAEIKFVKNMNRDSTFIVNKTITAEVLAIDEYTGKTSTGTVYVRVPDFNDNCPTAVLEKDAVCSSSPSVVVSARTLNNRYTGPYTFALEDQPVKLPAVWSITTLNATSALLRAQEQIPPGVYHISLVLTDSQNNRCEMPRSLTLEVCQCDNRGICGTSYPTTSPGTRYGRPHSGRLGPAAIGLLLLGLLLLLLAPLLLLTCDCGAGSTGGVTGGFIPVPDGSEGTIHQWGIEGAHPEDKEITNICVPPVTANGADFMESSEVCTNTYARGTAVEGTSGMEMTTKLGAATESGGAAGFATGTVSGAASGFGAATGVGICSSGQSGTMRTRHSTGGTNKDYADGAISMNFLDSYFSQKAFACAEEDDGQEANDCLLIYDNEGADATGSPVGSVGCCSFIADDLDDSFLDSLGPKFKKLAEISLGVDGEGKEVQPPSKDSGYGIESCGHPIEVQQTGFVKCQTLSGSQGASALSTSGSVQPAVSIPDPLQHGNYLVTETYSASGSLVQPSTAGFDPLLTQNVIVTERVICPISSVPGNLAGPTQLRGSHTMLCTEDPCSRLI
* hit, by the source's call; · = no result given. Not a hit list; overall some 3.1% were active at least once.

The opening 5 entries, to show the layout:
SMILES	Wnt act	V-ATPase pH	C-LANA FP	MOR-DOR inv ag	Arrestin-AP2 inh	cardiac RTF act	Keap1 Nrf2 FP	OPRM1-OPRD1 ag	RTF Ca sens inh	DSG3 Ab inh
CC(CC(=O)N(C)C1CCCCC1)S(=O)(=O)c1ccc2c(c1)NC(=O)CO2 (centres undefined)	0	2	1.1	4	-5	-9	-5	-0.7	-7	·
COc1ccc2cc(C(N)=O)c(=Nc3ccc(C)cc3)oc2c1	14	1	-2.0	12	1	-7	3	-2.2	6	94
O=C(Nc1ccc(NC(=O)c2cccs2)cc1)c1cccnc1	-2	-2	0.3	10	-17	-1	-3	-1.8	-7	90
COc1ccc(Cc2nnc(NC(=O)c3ccco3)s2)cc1OC	·	3	0.5	16	23	0	-3	-2.7	3	98
CC1=NN(C(N)=S)C(=O)C1N=Nc1ccccc1O (centres undefined)	0	5	6.4	-14	10	-1	-2	2.7	-9	106

This part in full, from the start:
SMILES	Wnt act	V-ATPase pH	C-LANA FP	MOR-DOR inv ag	Arrestin-AP2 inh	cardiac RTF act	Keap1 Nrf2 FP	OPRM1-OPRD1 ag	RTF Ca sens inh	DSG3 Ab inh
CC(CC(=O)N(C)C1CCCCC1)S(=O)(=O)c1ccc2c(c1)NC(=O)CO2 (centres undefined)	0	2	1.1	4	-5	-9	-5	-0.7	-7	·
COc1ccc2cc(C(N)=O)c(=Nc3ccc(C)cc3)oc2c1	14	1	-2.0	12	1	-7	3	-2.2	6	94
O=C(Nc1ccc(NC(=O)c2cccs2)cc1)c1cccnc1	-2	-2	0.3	10	-17	-1	-3	-1.8	-7	90
COc1ccc(Cc2nnc(NC(=O)c3ccco3)s2)cc1OC	·	3	0.5	16	23	0	-3	-2.7	3	98
CC1=NN(C(N)=S)C(=O)C1N=Nc1ccccc1O (centres undefined)	0	5	6.4	-14	10	-1	-2	2.7	-9	106
O=C(CN1CCCCCC1)Nc1cc(C(F)(F)F)ccc1Cl	-2	6	-0.1	-48	48	10	-1	11	-8	86
CCC(=Nc1ccc(Cc2ccncc2)cc1)c1c(O)n(C)c(=O)n(C)c1=O	-3	3	0.2	1	38	3	1	-0.1	-7	110
O=C(CSc1nc(C2CC2)nc2ccccc12)N1c2ccccc2Sc2ccc(C(F)(F)F)cc21	·	-3	-0.6	-39	4	-6	-3	7.8	0	103
COc1cc(/C=N/N=C(\N)c2nonc2N)cc(OC)c1OC	3	2	0.4	·	13	·	1	·	·	108
O=C(c1cccs1)N1CCN(C(=O)C2CCCO2)CC1 (centres undefined)	·	0	-2.1	8	0	4	0	-1.5	-11	106
Cc1cc(SC2CCOC2=O)nc2ccccc12 (centres undefined)	0	-2	1.9	4	-3	-1	4	-0.8	-4	99
Cc1cccc(NC(=O)C2CCCN(C(=O)Nc3ccc(F)cc3)C2)c1C (centres undefined)	-1	2	0.7	16	25	-4	3	-3.0	-2	103
CC(C)(C)c1ccc(N2C(=O)Cc3c2nc(N)c(C#N)c3N)cc1	·	·	0.5	7	-4	8	4	-1.4	-5	98
Cc1c(NC(=O)c2ccc3c(c2)OCO3)c(=O)n(-c2ccccc2)n1C	·	2	1.1	-7	2	-5	1	1.1	-2	95
COC(=O)[C@]1(C)N[C@H](CN(C)C(=O)Nc2ccccc2)[C@@H]2C(=O)N(Cc3ccccc3)C(=O)[C@@H]21	0	3	0.1	11	-2	-3	0	-2.3	-8	102
Oc1cccc(C=NN=C2c3ccccc3-c3ccccc32)c1	-4	-5	-2.9	-11	53	-8	-1	2.5	-4	102
CCO[C@@H]1OC(C(=O)Nc2ccccc2)=C[C@H](C2CC2)[C@H]1CCCO	-1	0	3.9	2	-2	1	-2	-0.4	1	102
N#C/C(=C\Nc1ccccc1O)c1nc2ccccc2o1	1	-4	-0.5	-28	28	-15	1	5.5	-1	84
CN(CC(=O)Nc1cccc(Cl)c1)S(=O)(=O)c1ccc2c(c1)n(C)c(=O)c(=O)n2C	-3	-5	-0.5	10	41	-2	-3	-1.9	-2	82
O=C1c2ccccc2C(=O)N1c1ccccc1	1	-2	2.6	15	4	-3	-2	-2.9	-1	101
Nc1cc2c(cc1[N+](=O)[O-])-c1ccccc1C2=NO	1	3	1.1	-17	-5	-10	-7	4.0	13	101
CC1(C)Cc2c(c(N3CCOCC3)nc3sc(C(=O)Nc4cccc(Cl)c4)c(N)c23)CO1	2	1	-0.4	7	-14	-2	5	-1.3	-7	122
CCOC(=O)c1ccc(CN(Cc2ccc(C)cc2)S(=O)(=O)c2cccc([N+](=O)[O-])c2)cc1	0	-3	0.2	1	7	-2	5	-0.2	6	99
COc1ccc(C#Cc2c(-c3ccsc3)oc3ccc(N4CCOCC4)cc23)cc1	-3	-4	1.8	-4	-2	10	-4	0.8	1	102
CCc1ccccc1NC(=O)NC1CC2CCC(C1)N2Cc1cccs1 (centres undefined)	·	0	-1.3	-13	-5	12	-6	2.1	-11	115
O=C(O)CN1CCN(Cc2ccc(Cl)cc2)C1=O	-1	-4	0.2	6	-1	-1	-2	-0.9	-2	95
CN(C)C(/C=C/Nc1ccc(F)cc1)=C(C#N)C#N	-7	-1	-0.2	-3	0	-5	1	0.5	-1	107
COc1ccc(CC(=O)NNc2ncnc3c2cnn3C)cc1	-4	-2	-1.4	9	-16	-5	0	-1.7	-1	103
C/C(=N\Nc1ccc(C(F)(F)F)cc1[N+](=O)[O-])C1CC1	·	3	2.2	-15	-6	-1	-5	2.6	0	90
COc1ccc(OCC(=O)N/N=C/c2cccn2-c2cccc(C(=O)O)c2)cc1	-4	-3	8.4	9	-8	8	-3	-1.3	1	113
CCOC(=O)c1ccccc1NC(=S)N1CCC(N2CCCCC2)CC1	-1	0	2.9	-5	7	7	-5	0.7	0	101
COc1ccc(NC(=O)CN(C)C(=O)c2cc(-c3ccccc3)nc3ccccc23)cc1	1	1	-0.8	-3	27	-4	-2	0.6	-8	109
COc1ccc(C2=Nn3c(nnc3-c3ccccc3OC)SC2)cc1OC	·	-2	2.6	1	-2	1	-6	-0.2	2	·
CCCN(CCC)S(=O)(=O)c1ccc(C(=O)N2CC3CCC(CC3)C2)cc1	-3	1	1.9	13	5	0	-1	-2.6	-3	101
Nc1ccc(Nc2nc(-c3ccncc3)cs2)cc1	10	2	0.8	-33	24	3	-6	5.8	-3	102
COc1cc(CNCc2ccc(OC)c3ccccc23)cc(OC)c1OC	10	1	-6.3	-7	3	-3	-6	1.4	-3	117
COCCNC(=O)C(=O)Nc1cccc(Br)c1	5	-5	2.4	12	18	-1	-2	-2.0	-6	104
COc1ccc(NC(=O)CCCC2=NS(=O)(=O)c3ccccc3N2)cc1	-1	-1	-1.6	0	-10	2	3	0.1	-15	103
Cn1c(NC(=O)c2ccco2)c(-c2ccc(Cl)cc2)c(=O)c2ccccc21	·	0	0.8	5	11	-8	4	-1.0	-1	108
CCOC(=O)c1c(NC(=O)CSc2nnc(CNc3ccc(OC)cc3)n2C)sc(C)c1C	-6	3	-2.1	7	4	8	-4	-1.3	1	84
CCCN1CCN(CCNC(=O)Nc2cc(C)ccc2C)CC1	0	-4	-0.3	3	28	3	0	-0.6	-2	87
Cc1c(CCO)c(=O)[nH]n1S(=O)(=O)c1ccccc1	1	6	-1.9	-6	37	2	6	1.2	-4	96
COc1cc(C(=O)NCCC(=O)NC2CCCCC2)cc(OC)c1OC	-1	-3	0.8	13	5	-2	-1	-2.5	2	99
CCOc1ccccc1NC(=O)c1ccccc1-c1ccccc1	-2	-3	2.0	2	-1	3	-2	-0.3	-2	109
COc1ccc(N2CCN(C(=O)CSc3nnc(C)c(=O)[nH]3)CC2)cc1	·	-1	-1.5	-8	11	8	-3	1.4	1	100
COc1ccccc1CN(C)C(=O)c1sccc1-c1ccccc1	-2	-3	2.5	3	-10	3	-7	-0.6	6	108
C/C(=N\NC(=O)c1ccc(Cl)cc1)c1ccc2[nH]ccc2c1	4	-2	1.0	-7	16	0	6	1.6	-9	104
Cc1cccc(NC(=O)C2CCCN(S(=O)(=O)c3c(C)nn(C)c3C)C2)n1 (centres undefined)	-4	0	-3.1	6	-5	-1	-1	-1.2	-10	·
CC(=O)c1sc(NC(=O)C2CC(=O)N(Cc3ccco3)C2)nc1-c1ccccc1 (centres undefined)	-2	0	0.5	-2	3	0	-1	0.3	-3	108
O=C(Nc1ncc([N+](=O)[O-])s1)c1ccc2c(c1)OCO2	-7	-1	-1.6	7	3	-7	-5	-1.4	-6	98

Next compounds.
SMILES	Wnt act	V-ATPase pH	C-LANA FP	MOR-DOR inv ag	Arrestin-AP2 inh	cardiac RTF act	Keap1 Nrf2 FP	OPRM1-OPRD1 ag	RTF Ca sens inh	DSG3 Ab inh
COc1ccc(/C=N/NC(=O)c2sc(C)nc2C)cc1	1	1	-0.4	22	-3	2	2	-4.3	-1	105
CC(=O)c1sccc1NC(=O)CC(C)(C)CC(=O)O	0	-2	·	·	35	·	·	·	·	105
O=C(c1ccc2snnc2c1)N1CCCC1	·	2	3.5	-3	7	5	-4	0.6	1	78
CCC(Sc1nc(C)cc(C)n1)C(=O)O (centres undefined)	1	0	1.5	13	32	8	-8	-2.3	-7	109
CC1CN(C(=O)COC(=O)/C=C/c2ccc(C(F)(F)F)cc2)CC(C)O1 (centres undefined)	0	-1	0.4	6	0	5	1	-1.4	-3	86
O=CC1=C(c2ccccc2)Oc2ccccc2O1	-4	-3	1.2	-29	13	-1	-2	6.0	-10	98
CCCCn1c(N)c(N(CC(C)C)C(=O)C2CCC2)c(=O)[nH]c1=O	-2	-7	-1.8	8	-2	5	-2	-2.0	-13	·
O=C(NN=Cc1ccccc1O)C1CC1	-3	3	-1.2	9	12	-7	-1	-1.8	-3	94
OCCSc1nc2ccccc2n1CCOc1ccccc1	0	2	2.9	18	19	4	-5	-3.2	-3	100
COc1ccc(S(=O)(=O)NC2CCCC2)c(OC)c1	-2	-4	2.3	6	4	4	-2	-1.8	-3	108
Cc1cc(C(F)(F)F)nc(NCc2cccnc2)n1	-6	3	2.0	-3	-7	-2	-7	0.5	4	105
Cc1c(NC(=O)c2nn3c(C(F)(F)F)cc(-c4ccccc4)nc3c2Br)c(=O)n(-c2ccccc2)n1C	-4	-3	-0.5	15	-1	-1	-1	-2.6	-10	96
CCNC(=S)N/N=C/c1c(Cl)cccc1Cl	3	0	0.7	8	-3	-2	-6	-1.6	-6	81
CC(C)Cn1c(CNC(=O)c2ccccc2)nc2ccccc21	-8	0	0.3	-9	-7	3	0	1.5	-16	·
Cc1cc(S(=O)(=O)N2CCN(c3c(C)cccc3C)CC2)ccc1F	-2	1	-0.2	-3	-8	10	-2	0.7	-5	·
COc1ccc(C(=O)NCc2cccnc2)cc1S(=O)(=O)N1CCCc2ccccc21	0	0	15	-5	13	2	-4	1.1	-2	96
COCCCN(C(=O)Cc1ccc(S(=O)(=O)N2CCOCC2)s1)c1c(N)n(Cc2ccccc2)c(=O)[nH]c1=O	1	-6	3.1	10	-14	-2	4	-2.6	-12	97
CCN(CC)CCOCCOC(=O)C1(c2ccccc2)CCCC1	0	-3	-0.1	3	14	4	4	-0.6	4	102
